Tau fil binding = qHTS Assay for Tau Filament Binding; Potency, µM (titrated, usually from 57.1 µM), without a hit: top-dose activity change, negative = inhibition; 71,000 compounds, 2% hits; recombinant tau filaments, thioflavin S fluorescence, 15 h; filaments grown with octadecylsulfate alongside compound; Microtubule-associated protein tau (Homo sapiens), P10636;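 also: potency is read from the fitted curve at half-maximal effect; % is scaled to controls: 0 for no effect and ±100 for the full control effect; actives lower thioflavin S fluorescence by blocking filaments or displacing dye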
Target sequence (P10636 whole entry, looked up): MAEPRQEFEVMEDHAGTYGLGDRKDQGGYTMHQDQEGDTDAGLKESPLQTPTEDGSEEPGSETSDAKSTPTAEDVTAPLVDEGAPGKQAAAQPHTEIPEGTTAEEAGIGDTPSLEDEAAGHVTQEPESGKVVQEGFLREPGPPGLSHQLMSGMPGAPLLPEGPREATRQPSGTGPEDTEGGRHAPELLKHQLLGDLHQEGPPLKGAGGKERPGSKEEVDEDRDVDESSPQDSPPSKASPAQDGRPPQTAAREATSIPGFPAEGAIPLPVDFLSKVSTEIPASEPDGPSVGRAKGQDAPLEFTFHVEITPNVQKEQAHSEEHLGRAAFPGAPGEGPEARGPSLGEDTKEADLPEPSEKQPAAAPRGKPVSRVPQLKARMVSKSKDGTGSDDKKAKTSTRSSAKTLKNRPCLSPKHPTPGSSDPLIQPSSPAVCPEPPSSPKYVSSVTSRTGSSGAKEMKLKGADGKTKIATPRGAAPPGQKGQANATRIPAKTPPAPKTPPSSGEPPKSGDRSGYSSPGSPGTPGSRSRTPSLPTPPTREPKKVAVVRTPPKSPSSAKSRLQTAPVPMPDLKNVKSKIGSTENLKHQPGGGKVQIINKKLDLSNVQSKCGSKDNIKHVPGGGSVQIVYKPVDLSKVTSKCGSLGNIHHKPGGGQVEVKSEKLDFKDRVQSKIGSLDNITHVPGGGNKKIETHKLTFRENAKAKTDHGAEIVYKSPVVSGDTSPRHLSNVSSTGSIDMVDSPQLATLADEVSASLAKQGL
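ThS-based fibril read: tau 1 uM final, inducer ODS 30 uM final, 37 C for 15 h, ex 450/em 510 nm.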
USP2a inhib = qHTS Assay for Inhibitors of Ubiquitin-specific Protease USP2a | Ubiquitin carboxyl-terminal hydrolase 2 (Homo sapiens), O75604 | 60,000 compounds, 0.1% hits | AID 927, 2007 | Potency, µM (doses to about 38.3 µM), for inactives: top-dose activity change, negative = inhibition, actives largely listed as inhibitors | USP2a enzymatic assay, qHTS inhibition;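 also: potency is read from the fitted curve at half-maximal effect; nearly all actives have a fitted effect of over 60% in size; plate controls were DMSO for no effect and NEM full inhibition control for full effect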
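20 nM USP2 core + cpd, 30 min RT; add 20 nM Ub-PLA2/20 uM NBD C6-HPC; read Ex460/Em535 at 0 h and 2.5 h. Normalized to NEM; qHTS curve fit/classification.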
ERK AVP block = qHTS Assay for Inhibitors of the ERK Signaling Pathway using a Homogeneous Screening Assay; Potency, µM (highest dose often 57.5 µM), inactives show top-dose activity, negative = inhibition, hits mostly inhibitors; 72,000 compounds, 0.99% hits; AID 995, 2007; HEK293-V1b, vasopressin-stimulated pERK AlphaScreen; also: potency is read from the fitted curve at half-maximal effect; % is scaled to controls: 0 for no effect and ±100 for the full control effect; nearly all actives have a fitted effect of over 55% in size
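HEK293 cells stably expressing V1b receptor, seeded overnight in 1% FBS, were treated with compounds for 30 min at 37C, then stimulated 5 min with 25 nM vasopressin; phospho-ERK read by AlphaScreen SureFire after lysis.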
BRCT inh red = qHTS Assay for Inhibitors of BRCT-Phosphoprotein Interaction (Red Fluorophore); AID 892, 2007; Potency, µM (top dose mostly 76.9 µM), for inactives: at the highest dose activity change, negative = inhibition, hits mostly inhibitors; 75,000 compounds, 0.03% hits; Breast cancer type 1 susceptibility protein (Homo sapiens), P38398; BRCT-phosphopeptide binding, red fluorescence polarization; also: % is scaled to controls: 0 for no effect and ±100 for the full control effect
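Rhodamine-labelled pBACH1 10-mer (100 nM) bound to BRCT domain (100 nM) at pH 7.3; compounds incubated 12 min room temperature, polarization read. Free peptide defines full inhibition; unlabelled decapeptide titrated as control.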
BRCT inh green = qHTS Assay for Inhibitors of BRCT-Phosphoprotein Interaction (Green Fluorophore); AID 875, 2007; BRCA1 BRCT-phosphopeptide binding, green fluorescence polarization; Breast cancer type 1 susceptibility protein (Homo sapiens), P38398; Potency, µM (series often up to 76.9 µM), for inactives: at the highest dose activity change, negative = inhibition, most hits filed as inhibitors; 75,000 compounds, 0.05% hits;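 also: potency is read from the fitted curve at half-maximal effect; plate controls were peptide without protein for full effect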
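Fluorescence polarization: His-tagged BRCT (~35 kDa BRCA1 C-terminus, 250 nM) bound to 100 nM fluorescein-labeled phosphorylated 10-aa BACH1 peptide, pH 7.3 phosphate buffer with DTT and Tween 20. Compounds incubated 12 min at room temperature; inhibition read as lowered polarization.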
Caspase-1 inhib = qHTS Assay for Allosteric/Competitive Inhibitors of Caspase-1 | 75,000 compounds, 0.03% hits | P29466 | Caspase-1 enzyme, Ac-WEHD-AFC fluorogenic rate | Potency, µM (titrated, usually from 57.5 µM), for inactives: at the highest dose activity change, negative = inhibition, actives largely listed as inhibitors;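 also: potency is read from the fitted curve at half-maximal effect; plate controls were vehicle for no effect and no substrate for full effect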
Caspase-7 inhib = qHTS Assay for Allosteric/Competitive Inhibitors of Caspase-7 | AID 889, 2007 | 75,000 compounds, 0.02% hits | recombinant caspase-7, Ac-DEVD-AFC fluorescence rate | Potency, µM (highest dose often 57.5 µM), for the others: at the top dose activity change, negative = inhibition, hits mostly inhibitors | P55210; active = well fitted inhibition curve with a large enough effect in the main read-out, with a control signal flat, not every such curve was filed as active; inconclusive = small, poorly fitted or top-dose-only effect, or a change in a side signal; also: potency is read from the fitted curve at half-maximal effect; % of control where 0% means no effect
Target sequence (P55210 24-198 limits assumed): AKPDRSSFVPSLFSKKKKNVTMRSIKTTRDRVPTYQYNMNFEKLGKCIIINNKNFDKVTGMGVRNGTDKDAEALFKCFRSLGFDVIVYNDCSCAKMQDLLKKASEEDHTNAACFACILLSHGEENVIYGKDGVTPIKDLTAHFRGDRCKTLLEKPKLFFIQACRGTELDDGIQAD
Target sequence (P55210 207-303 limits assumed): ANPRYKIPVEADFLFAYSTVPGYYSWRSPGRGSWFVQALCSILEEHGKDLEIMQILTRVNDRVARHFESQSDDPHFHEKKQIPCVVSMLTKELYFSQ
CRE Fsk mod = Cell signaling CRE-BLA (Fsk stim); CHO CRE-bla reporter (cAMP response element driving beta-lactamase), forskolin EC10, beta-lactamase ratio; Potency, µM (series often up to 38.2 µM), for inactives: top-dose activity change, negative = inhibition, hits mostly activators; 71,000 compounds, 2.5% hits; active = well fitted activation curve with a large enough effect in the signal ratio, with a control signal flat, not every such curve was filed as active; inconclusive = small, poorly fitted or top-dose-only effect, or effect the other way, or a change in a side signal; the % refers to the signal ratio; also: potency is read from the fitted curve at half-maximal effect; % of control where 0% means no effect
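CRE-bla CHO cells stimulated with EC10 NKH 477 (water-soluble forskolin) and compound titrations, 3 h at 37C; beta-lactamase read with CCF4 after 2 h at room temperature. Activity from 460/530 nm emission ratio, AC50 values for positive or negative modulation.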
Luciferase inh = qHTS Assay for Inhibitors of Firefly Luciferase; purified firefly luciferase, luminescence, 8 min; Potency, µM (highest dose often 57.1 µM), inactives show at the top dose activity change, negative = inhibition, actives largely listed as inhibitors; 72,000 compounds, 2.2% hits; Luciferin 4-monooxygenase (Photinus pyralis), P08659; AID 411, 2009; also: potency is read from the fitted curve at half-maximal effect; % is scaled to controls: 0 for no effect and ±100 for the full control effect; nearly all actives have a fitted effect of over 40% in size
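Here, luciferase activity is measured as luminescence following an 8 min room-temperature reaction at 10 uM ATP, pH 7.2. Every library sample is titrated.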
HEK293 cAMP ctrl = qHTS Assay for Agonists of the Thyroid Stimulating Hormone Receptor: Activators of Intracellular cAMP Concentrations in Parental HEK 293. parental HEK293 CNG cAMP sensor, membrane potential fluorescence. Potency, µM (doses to about 57.1 µM), inactives show top-dose activation, usual class: activators. 73,000 compounds, 2.5% hits; also: potency is read from the fitted curve at half-maximal effect; % of control where 0% means no effect; nearly all actives have a fitted effect of over 55% in size
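Counterscreen for endogenous-receptor signalling: CNG-channel HEK 293 cells report cAMP rise by membrane depolarization. After 60 min dye equilibration with 100 uM RO 20-1724, compounds incubated 30 min before bottom-read fluorescence at 590 nm.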
A350 fluor = qHTS Assay for Spectroscopic Profiling in A350 Spectral Region; max dye-equivalent concentration, M; Compound autofluorescence, 340/450 nm, Alexa 350 dye-equivalents; stronger effect = higher value; AID 590, 2007; 59,000 compounds, 11% hits; in the data active = max dye-equivalent concentration above about 10 nM; inconclusive = mostly about 1.1 nM to 9.6 nM
Numbers without * were called inactive; i = inactive; ? = inconclusive; . = no result given; [ ] = remark or other dose. Unless noted, calls follow the shape of the dose curve; as a rule, active = well fitted curve in the direction sought with a large enough effect; inconclusive = small, poorly fitted or top-dose-only effect, or another doubt; inactive = no such curve, though single readings can be large; an effect the other way counts as inactive or inconclusive. Not a hit list; about 16% have a hit in one of these screens.

SMILES	Tau fil binding	USP2a inhib	ERK AVP block	BRCT inh red	BRCT inh green	Caspase-1 inhib	Caspase-7 inhib	CRE Fsk mod	Luciferase inh	HEK293 cAMP ctrl	A350 fluor
CCn1c2ccccc2c2cc(NC(=O)Cc3ccc(S(=O)(=O)N4CCOCC4)s3)ccc21	6.3µM*	17%	-8%	0.9%	-3.4%	-2%	-2%	?	0%	-1%	i
CC1CCCCC1NC(=O)c1nnc(Cc2ccc(Cl)cc2)o1 (stereo unspecified)	12%	.	7%	-0.4%	-0.3%	3%	-1%	1%	2%	17%	.
Cn1c(=O)cc(SCC(=O)NCC2CCCO2)c2ccccc21 (stereo unspecified)	-2%	-9%	3%	-1.7%	2.5%	0%	2%	22%	-1%	-1%	?
Cc1csc2ncc(C(=O)N3CCc4ccccc43)c(=O)n12	4%	.	.	-1.3%	3.5%	-2%	0%	-7%	1%	0%	.
Cc1oc2c(CN3CCCC3)c(O)ccc2c(=O)c1-c1ccc(Br)cc1	-7%	4%	6%	1.2%	-1.3%	-2%	-3%	6%	0%	14%	5.5e-06M*
COc1cc(OC)c(C(=O)NC2CC(C)(C)NC(C)(C)C2)cc1OC	-1%	-8%	-13%	-1.4%	-1.0%	2%	0%	-1%	5%	-2%	i
O=C(OCC(COC(=O)c1ccccc1)(COC(=O)c1ccccc1)COC(=O)c1ccccc1)c1ccccc1	2%	.	35%[activator]	0.2%	-1.6%	2%	-3%	?	.	20%	.
O=C(CCN1C(=O)c2ccccc2C1=O)Nn1cnnc1	1%	-6%	11%	-0.7%	-1.8%	2%	0%	-5%	3%	13%	i
CC1CCCC(C)N1C(=O)CSc1nnc(NC(=O)Cc2cccs2)s1 (stereo unspecified)	-5%	-2%	30%	1.3%	0.3%	0%	0%	-4%	-4%	24%	i
COc1ccc(S(=O)(=O)N(C)CC(=O)N2CCOCC2)cc1Cl	-4%	-2%	-14%	-1.7%	1.6%	2%	2%	1%	2%	2%	i
CCOc1ccccc1-n1c(SCC(=O)NCc2ccco2)nnc1-c1ccncc1	0%	2%	-2%	1.6%	-1.7%	2%	1%	-1%	3%	4%	i
CC1Oc2ccccc2N(CC(=O)c2ccccc2)C1=O (stereo unspecified)	7%	2%	-18%	-0.8%	-1.2%	2%	2%	2%	0%	27%	i
Cc1cc(C)n2nc(SCc3nc4ccccc4[nH]3)nc2n1	4%	.	.	-1.7%	-0.5%	-3%	-1%	0.79µM*	-4%	-9%	.
COc1ccc(N2CCN(C(=O)c3ccc(C)c(Cl)c3)CC2)cc1	?	2%	-16%	-0.4%	-1.8%	0%	-1%	?	1%	-3%	i
Cc1cc(C(=O)O)c(CCCN)s1	-8%	-7%	-2%	0.6%	-1.4%	-1%	0%	7%	1%	?	i
COc1ccc(-n2cnc3c(sc4nccc(N(C)C)c43)c2=O)cc1	6%	20%	-3%	-0.6%	0.4%	-2%	1%	?	1%	-4%	1.3e-07M*
O=C(O)CCCC(=O)NCCc1ccncc1	-5%	.	-1%	-0.6%	-1.3%	0%	2%	2%	0%	5%	i
COc1ccc(-n2c(Cc3cccn3C)nnc2SCC(=O)N2CCOCC2)cc1	-1%	.	.	0.6%	0.6%	0%	0%	-2%	0%	?	.
COc1ccc(OC)c2c(C)cc(N3CCCN(C)CC3)nc12	-27%	4%	-6%	-3.9%	1.2%	-5%	-4%	4%	1%	-21%	.
CC1Cc2ccccc2N1C(=O)CSCC(=O)O (stereo unspecified)	-4%	-5%	13%	-0.7%	-3.6%	0%	-1%	?	2%	7%	i

An excerpt from above with just BRCT inh red and USP2a inhib.
SMILES	BRCT inh red	USP2a inhib
Cc1csc2ncc(C(=O)N3CCc4ccccc43)c(=O)n12	-1.3%	.
Cc1oc2c(CN3CCCC3)c(O)ccc2c(=O)c1-c1ccc(Br)cc1	1.2%	4%

The listing continues:
SMILES	Tau fil binding	USP2a inhib	ERK AVP block	BRCT inh red	BRCT inh green	Caspase-1 inhib	Caspase-7 inhib	CRE Fsk mod	Luciferase inh	HEK293 cAMP ctrl	A350 fluor
CC1(NC(=O)N2CCCCC2)CCS(=O)(=O)C1 (stereo unspecified)	2%	1%	-15%	-2.0%	-2.7%	-2%	0%	-1%	0%	2%	.
CC(C(=O)NC1CCCc2ccccc21)N1CCN(Cc2ccc3c(c2)OCO3)CC1 (stereo unspecified)	3%	16%	3%	0.7%	-1.7%	4%	-1%	-13%	2%	?	i
CC(=O)N1CCN(c2ccc(NCc3ccc(F)cc3)cc2)CC1	?	.	-6%	0.9%	-3.5%	3%	1%	5%	1%	3%	.
O=C(OCc1cc2ccccc2[nH]c1=O)c1ccccn1	-14%	-2%	-19%	0.8%	-1.8%	0%	-1%	-2%	2%	?	?
O=C(OC1CSc2nc3ccccc3n2C1)c1ccco1 (stereo unspecified)	3%	-3%	-12%	-0.1%	-1.2%	0%	2%	12%	1%	23%	i
CCN(Cc1ccccc1)S(=O)(=O)c1ccc(S(=O)(=O)N2CCN(CCC#N)CC2)cc1	47%	.	13%	-0.9%	-1.0%	-5%	-1%	8%	2%	7%	.
C=C(C)C(=O)OCC(C)O (stereo unspecified)	23%	.	4%	1.1%	0.0%	-3%	1%	0%	.	17%	.
O=C(O)CCn1cnc2c(=S)nc[nH]c21	-14%[11.4 µM]	.	-10%[11.5 µM]	1.1%[15.4 µM]	-0.4%[15.4 µM]	-1%[11.5 µM]	0%[11.5 µM]	4%[7.6 µM]	2%[11.4 µM]	2%[11.4 µM]	i
CC(=O)Nc1cc(NC(C)=O)c(CC(C)C)s1	-2%	.	0%	-1.5%	-0.1%	1%	-1%	0%	0%	?	.
CCOC(=O)Nc1sc(C)nc1-c1ccccc1	-4%	0%	-16%	0.7%	-0.7%	2%	-3%	19%	0%	20%	i
CC1(C)C(=O)C=C[C@]2(C)C1CC(=O)[C@]1(C)C2CC[C@@]2(C)C(c3ccoc3)OC(=O)C3O[C@@]321 (stereo partly specified)	.	54%[activator]	0%	-0.9%	0.0%[3.08 µM]	-3%	-2%	.	.	.	.
COC(=O)N[C@H](c1ccccc1)[C@@]1(C)C[C@@H]1[C@@H](C)C(=O)Nc1ccc2ccccc2c1	11%	.	18%	-0.3%	-3.1%	2%	0%	?	.	30%	.
CCCOc1ccccc1C1NC(=O)NC(C)=C1C(=O)OCCOC (stereo unspecified)	9%	4%	-5%	-1.7%	-1.7%	1%	0%	12%	1%	21%	i
CCOC(=O)N1CCC(NC(=O)c2ccc3snnc3c2)CC1	-2%	.	-19%	0.0%	-2.1%	1%	1%	6%	1%	6%	.
O=C(COC(=O)C1=COCCO1)Nc1ccc2c(c1)OCO2	-14%	0%	1%	-1.2%	-0.4%	0%	1%[0.00368 µM]	0%	-2%	4%	i
CCCCOC(=O)Nc1sc2c(c1C(=O)OC)CCC2	-5%	14%	38%[activator]	1.5%	-1.5%	-3%	-3%	?	3%	?	.
c1ccc2c(c1)CCCN2Cc1nnnn1C1CCCC1	174%	.	4%	-1.8%	-0.6%	?	-18%	-7%	0%	22%	?
COc1ccc(OC)c(NC(=O)[C@H]2CC=CC[C@H]2C(=O)O)c1	-5%	0%	-1%	-1.3%	0.6%	-1%	0%	1%	1%	3%	i
COc1ccc(N2CCN(C(CNC(=O)c3cccc(Cl)c3)c3cccnc3)CC2)cc1 (stereo unspecified)	-10%	35%[activator]	14%	0.4%	-0.4%	-1%	1%	-29%	0%	25%	i
CCCCC(CC)CNC(=O)CN(C)S(=O)(=O)c1cccc2nsnc12 (stereo unspecified)	-25%	14%	25%	-2.5%	-0.9%	4%	0%	-10%	1%	14%	i

Some of these compounds in order of their number in Tau fil binding, high to low:
structure	Tau fil binding	BRCT inh red	BRCT inh green	Caspase-1 inhib	Caspase-7 inhib	CRE Fsk mod	Luciferase inh	A350 fluor
O=C(OC1CSc2nc3ccccc3n2C1)c1ccco1 (stereo unspecified)	3%	-0.1%	-1.2%	0%	2%	12%	1%	i
CCOC(=O)Nc1sc(C)nc1-c1ccccc1	-4%	0.7%	-0.7%	2%	-3%	19%	0%	i
O=C(COC(=O)C1=COCCO1)Nc1ccc2c(c1)OCO2	-14%	-1.2%	-0.4%	0%	1%[0.00368 µM]	0%	-2%	i

From PubChem BioAssay
